High-throughput results as filed in PubChem BioAssay.
S1P3 agonist = human S1P3 receptor agonists, primary screen, cell-based, primary and confirmation, NFAT-BLA reporter. Sphingosine 1-phosphate receptor 3 (Homo sapiens), Q99500. S1P3 NFAT-BLA reporter cells, agonism, FRET ratio; relative to 1 µM S1P, basal subtracted. activation, % at 4.5 µM. hit rate 0.1% among 60,000. AID 373, 2006;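 active = activation above the screen-wide mean plus 3 SD, cut at about 4.5% in these data, passing the limit was not always enough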; also: some compounds called inactive have numbers as strong as hits
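Measure – % activation relative to 1 µM S1P (100%), per plate · System – stable CHO line with human S1P3, Gα16, NFAT-BLA reporter · Timing – cells plated overnight, compound 4 h 37 °C, substrate 2 h RT · Technique – fluorescent BLA substrate, ex 405 nm, em 460/535 nm ratio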
HEK293 NFkB inh = inhibitors of PMA/ionomycin-induced NF-kB reporter, primary screen, antigen receptor NF-kB inhibitor project, cell-based, HEK-293 luciferase reporter, luminescence | HEK-293 NF-kB luciferase reporter | inhibition, % at 3 µM | hit rate 0.21% among 62,000 | AID 465, 2006;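 active = inhibition above the mean of all tested compounds plus 3 SD, cut at about 40% in these data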;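 also: 0% = stimulated DMSO wells and 100% = 10 µM reference inhibitor 5653914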
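Material: HEK-293 cells with stable firefly luciferase reporter driven by four HIV NF-kB elements / Also added: PMA plus ionomycin mix as NF-kB-activating stimulus / Compound dosing: 3 µM once, 0.30% DMSO / Times: 1 h pretreatment, 16 h stimulation, 37 °C / Signal: luminescence / Evaluation: per-plate % inhibition versus controls / Benchmarks: DMSO and 10 µM reference inhibitor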
TNAP act mid DEA = human TNAP enzyme activators, primary screen, biochemical, luminescent, intermediate phosphate acceptor level | Alkaline phosphatase, tissue-nonspecific isozyme (Homo sapiens), P05186 | purified TNAP, CDP-star luminescence, 100 mM DEA, 30 min; stronger effect = higher value; scale: 0 levamisole-inhibited, 1 vehicle-only enzyme | activation factor at 20 µM | 64,000 tested, under 10 active;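 active = activation factor of at least 2 at 20 µM, relative to controls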
M1 antag = antagonists of rat M1 muscarinic receptor; Muscarinic acetylcholine receptor M1 (Rattus norvegicus), P08482; CHO-M1 cells, Fluo-4 calcium, ACh EC80 antagonist mode; stronger effect = lower value; B-score at 10 µM; hit rate 3.4% among 64,000;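 active = calcium fluorescence response, raw or row-and-column corrected B-score, differing from the plate sample mean either way at a set confidence level, mostly lower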
Target sequence (P08482 whole entry, looked up): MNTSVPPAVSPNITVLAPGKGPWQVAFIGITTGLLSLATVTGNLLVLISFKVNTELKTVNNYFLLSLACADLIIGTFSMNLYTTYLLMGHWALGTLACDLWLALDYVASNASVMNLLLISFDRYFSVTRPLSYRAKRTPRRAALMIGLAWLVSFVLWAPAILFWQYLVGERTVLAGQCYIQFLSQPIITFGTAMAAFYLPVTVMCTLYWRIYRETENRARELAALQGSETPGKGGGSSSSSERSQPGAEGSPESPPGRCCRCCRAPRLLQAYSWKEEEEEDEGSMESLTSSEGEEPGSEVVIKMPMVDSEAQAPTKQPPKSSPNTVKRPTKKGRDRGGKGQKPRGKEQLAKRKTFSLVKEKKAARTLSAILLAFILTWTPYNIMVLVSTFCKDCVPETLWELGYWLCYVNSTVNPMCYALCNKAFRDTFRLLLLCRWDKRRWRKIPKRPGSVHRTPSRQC
D1 allo mod = D1 CRE-luciferase signal change, two-sided – cell-based, HEK293 D1, dopamine EC30, D1 allosteric modulator project, primary screen. D(1A) dopamine receptor (Homo sapiens), P21728. AID 641, 2007. dopamine EC30 potentiation; actives deviate in either direction. hit rate 5.9% among 58,000. B-score at 10 µM;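 active = luminescence count or its row- and column-corrected plate score outside the 99.7% band of the plate's sample wells, on either side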
E coli RNAP = E. coli RNAP inhibitors, biochemical. inhibition, %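 (tested at 10 µM)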. hit rate 0.2% among 62,000. E. coli RNA polymerase, fluorescence transcription assay. AID 559, 2006. DNA-directed RNA polymerase subunit beta (Escherichia coli (strain K12)), P0A8V2; in the data active = inhibition above about 20%;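 also: 0% = enzyme without compound and 100% = no enzyme blank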
M1 ag = M1 muscarinic receptor agonists, primary screen, CHO-M1 cells, Fluo-4 calcium, agonist mode; Muscarinic acetylcholine receptor M1; hit rate 3% among 64,000; Fluo-4 calcium fluorescence; stronger effect = higher value; B-score at 10 µM; AID 626, 2007;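 active = fluorescence rise, raw or as B-score row- and column-corrected plate score, outside the 99.7% band of its plate's samples, either direction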
Jurkat viability = cytotoxicity toward Jurkat T cells, primary screen, cytotoxicity control, cell-based, Jurkat E6.1, 60K MLSMR library; Jurkat E6.1 viability, ATP luminescence, 48 h; hit rate 1.2% among 56,000; AID 463, 2006; inhibition, % at 4 µM;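 active = inhibition above the mean inhibition of all tested compounds plus 3 SD, cut at about 28% in these data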
S1P1 ag pot = S1P1 agonists and agonism potentiators, primary screen, cell-based, primary and confirmation screens, CRE-bla reporter; Sphingosine 1-phosphate receptor 1 (Homo sapiens), P21453; S1P1 CRE-bla cells, forskolin, beta-lactamase FRET, potentiator mode; S1P1 agonist co-added at EC20, 2 nM; 100% = saturating reference agonist, 0% = basal; activation, % at 9.5 µM; hit rate 0.57% among 56,000; AID 449, 2006;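 active = activation above a cutoff set at the mean activation of all tested compounds plus 3 SD, cut at about 54% in these data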;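 also: forskolin at 4 µM as EC80 and the EC20 agonist is SEW2871; 100% = SEW2871 at its EC100 plus forskolin at EC80; some compounds past the cut are filed as inactive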
Target sequence (P21453 whole entry, looked up): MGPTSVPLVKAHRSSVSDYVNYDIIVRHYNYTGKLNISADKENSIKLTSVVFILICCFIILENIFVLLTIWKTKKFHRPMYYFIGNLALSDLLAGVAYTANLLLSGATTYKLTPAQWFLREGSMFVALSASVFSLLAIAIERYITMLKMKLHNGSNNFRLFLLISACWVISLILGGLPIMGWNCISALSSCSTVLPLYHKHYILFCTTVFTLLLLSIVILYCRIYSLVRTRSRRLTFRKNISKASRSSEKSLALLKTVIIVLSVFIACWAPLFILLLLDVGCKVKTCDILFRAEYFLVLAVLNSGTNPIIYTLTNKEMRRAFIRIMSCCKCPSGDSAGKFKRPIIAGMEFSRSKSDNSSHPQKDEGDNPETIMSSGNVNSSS
An asterisk follows results filed as active; x = not tested or not shown. Compounds as they come; any-hit rate near 12%.

SMILES	S1P3 agonist	HEK293 NFkB inh	TNAP act mid DEA	M1 antag	D1 allo mod	E coli RNAP	M1 ag	Jurkat viability	S1P1 ag pot
O=C(CSc1nc2ccccc2o1)N1CCCC1	-0.5	4	1	0.13	0.059	4	-0.64	-1	19
CCn1nnnc1SCC(=O)c1ccc(NC(C)=O)cc1	0.3	11	0.9	-0.29	0.58	9	-0.54	-8	-1
O=C(c1cccn2c(=O)c3cc(Cl)ccc3nc12)N1CCOCC1	x	16	0.9	0.37	0.066	-4	0.042	x	x
CC(C)N(C(=O)CSc1nnc(-c2cc3ccccc3cc2O)n1Cc1ccco1)C(C)C	-1.2	-6	0.9	0.35	-0.57	5	0.11	8	10
COc1ccc(CCNS(=O)(=O)c2ccc3c(c2)CCN3C(=O)C2CC2)cc1OC	-1.7	-1	1	0.27	2.2	6	-0.58	7	-20
O=S(=O)(NCCc1ccccc1)c1cccc(S(=O)(=O)N2CCOCC2)c1	-0.4	10	0.9	0.45	-1.2	-3	-1.1	-4	-5
CSc1nsc(NC(=O)Cc2ccccc2)n1	-0.3	-24	0.9	-0.036	-0.91	7	-1.9	6	-1
COc1ccc(CCNc2nc(-c3ccco3)cc(C(F)(F)F)n2)cc1OC	x	-7	0.9	0	x	8	-0.41	x	x
COc1ccc(C)cc1S(=O)(=O)N1CCCC(C(=O)NCC2CCCO2)C1 (configuration not stated)	-0.4	17	0.9	-0.11	-0.28	8	0.14	1	-16
COCc1cc(C)nc2sc(C(=O)N3CCN(c4ccccc4)CC3)c(N)c12	0.9	8	1	0.072	4.6*	11	0.42	-6	-2
O=C(CCC1(C(=O)O)CCC(=O)NC1)NCc1ccccc1 (configuration not stated)	0.6	-3	0.9	0.28	0.047	7	-0.0074	-2	-15
Cc1ccc2c(c1)NC(=O)C(CC(=O)NCCCN1CCCCC1C)O2 (configuration not stated)	-0.4	14	0.9	-0.09	-0.49	-2	1.6	-4	-1
CC1(C)CC(=O)C(CC(=O)NC(=O)NCc2ccccc2)=C(O)C1	1.1	6	0.9	0.092	-0.083	7	1.9	-2	6
O=C(CCCN1CCC(c2ccccc2)C1)c1ccc2c(c1)OCCO2 (configuration not stated)	-0.3	16	0.9	-8.8*	-1.9	-1	-0.55	-1	-10
Cc1[nH]c(=O)[nH]c(=O)c1S(=O)(=O)N1c2ccc(F)cc2CCC1C (configuration not stated)	-0.6	11	0.9	-0.017	-0.3	14	0.036	5	-20
O/N=C1\CCC\C1=C/c1ccco1	-0.1	12	0.9	0.73	-0.26	4	0.23	-6	9
N#Cc1c(NC(=O)CCn2cnc3ccccc3c2=O)oc(-c2ccccc2)c1-c1ccccc1	-0.9	32	1	-0.27	-0.49	8	3.1	1	-15
O=C(CCCOc1ccc(Cl)cc1)N1CCCCCC1	-0.7	6	1	-0.033	0.5	-1	-0.69	4	x
O=C(NCCN1CCOCC1)c1ccc(CS(=O)(=O)Cc2ccccc2F)o1	x	5	0.9	0.35	x	4	-1.2	x	x
C=CCNC(=O)CCNS(=O)(=O)c1ccc(Br)cc1	0.9	12	0.9	1.1	0.99	4	0.37	-5	-18
CCOC(=O)c1c(NC(=O)CSc2nnnn2-c2ccc3c(c2)OCCO3)sc(C)c1C	-0.8	-2	0.8	-0.69	0.5	-2	0.49	-2	-6
O=C(c1n[nH]c(=O)c2ccccc12)N1CCN(c2ccc(F)cc2)CC1	0.8	9	0.9	1.2	-0.0025	7	0.25	-7	9
Cc1ccc(-c2[nH]c(=O)n3ccncc23)s1	-0.4	13	0.9	-0.91	-0.13	2	2.1	1	-16
Cc1cc(N2CCCC2=O)c(N)cc1N	-0.1	9	0.9	-0.48	-0.79	6	-0.13	-6	-9
Cc1ccc(C(=O)NCc2ccc(Cl)c(Cl)c2)o1	-1.8	5	0.9	0.19	0.23	4	0.37	0	2
COc1ccc(OC)c(NC(=O)c2nnn(Cc3ccc(Br)cc3F)c2N)c1	-1.6	12	0.9	0.67	2.5	6	-1.3	-3	38
CCN1C(=O)/C(=C\N2CCN(C)CC2)SC1=S	-1.5	16	0.9	-1.1	-0.037	-5	-1.2	2	-20
Cc1ccc(Cn2c(=N)n(CC(O)c3ccco3)c3ccccc32)cc1 (configuration not stated)	-0.2	6	1	0.23	-1.7	0	0.33	4	-4
CCn1c(=O)c2cc(C(=O)NCCN3CCOCC3)sc2c2ccccc21	-0.3	20	0.9	-0.74	-0.21	-4	0.55	-8	-35
CN(c1cccc(NC(=O)c2ccccc2N(C)S(C)(=O)=O)c1)S(C)(=O)=O	-0.8	19	0.9	x	-0.8	11	x	-7	2
COc1nc(-c2ccc(C)cc2)ccc1-c1noc(-c2cccnc2)n1	-0.3	11	0.9	0.24	-0.74	3	-0.16	-4	4
COC(=O)c1ccccc1NC(=O)CC(NCc1ccccc1)C(=O)O (configuration not stated)	0.1	7	0.9	-0.22	2.4*	3	-0.43	-4	x
O=C(Nc1ccccc1N1CCCC1)c1ccc(Br)o1	-0.4	14	0.8	-0.52	0.4	3	0.53	-6	-8
O=C(Nc1cnc2sccn2c1=O)c1ccccc1Cl	x	-15	1	0.72	-0.97	4	0.23	x	x
CCOC(=O)CNC(=O)C1CCCN(c2ncccn2)C1 (configuration not stated)	-0.7	24	1	-0.12	0.82	-1	0.2	1	-6
O=C(O)COc1ccc(-c2nnn(CC(=O)O)n2)cc1	-0.6	13	1	-0.91	1.1	6	0.18	-6	x
Cc1ccc(N(CC(=O)Nc2ccc(F)c(Cl)c2)S(=O)(=O)c2c(C)noc2C)cc1	-0.4	7	0.9	0.048	0.049	6	0.34	-2	24
Cc1nnc(SCC(=O)NCc2ccc(Cl)cc2)[nH]c1=O	-0.5	14	0.9	-0.13	0.043	0	0.061	1	1
CC(C)(C)n1ncc2c(=O)n(CC(=O)NCc3ccc(F)cc3)cnc21	-0.9	-12	0.8	-0.028	-3.1	2	-0.42	54*	-8
COc1ccc2c(c1)[nH]c1c(=O)n(CCN(C)C)cnc12	-3.1	x	0.9	-0.017	0.51	8	0.54	x	0
COc1ccc(C2CC(=O)C(C=NCCCN3CCOCC3)=C(O)C2)cc1 (configuration not stated)	-0.1	0	0.9	-0.036	0.94	7	-0.22	7	-26
Cc1ccccc1Cn1c(=O)n(CCCC(=O)NCc2ccco2)c(=O)c2ccccc21	-1.5	13	1	-1.6	5.5*	6	1.6	3	7
Cc1ccc(-c2nn3c(C)nnc3s2)cc1N	0.1	16	0.8	-0.07	1.2	11	0.12	4	-42
CN1C(=O)c2ccccc2C(C(=O)NCCCN2CCCC2)C1c1c[nH]c2ccccc12 (configuration not stated)	x	9	1	1.1	-0.84	8	-0.11	x	x
CCN(CC)c1ccc(C(=S)N2CCN(c3ccccc3)CC2)cc1	0.4	5	0.9	-0.82	0.52	9	0.88	-8	6
COc1cc(-c2cc(OC)c3c(C)oc(C)c3c(=O)c2)ccc1O	-0.3	-5	0.9	0.015	2.5	9	-1.2	2	-1
CCOC(=O)Cn1cnc2c(C#N)c3n(c2c1=O)CCCCC3	-2.4	19	1	-0.05	0.47	12	-0.31	5	-5
Cc1nn(Cc2ccccc2Cl)c(C)c1NC(=O)c1noc2c1CCCCC2	-1.4	10	0.9	0.015	-0.63	-4	-0.84	18	19
Cc1ccc(-n2ncc3c(=O)[nH]cnc32)c(C)c1	-1.3	9	1	0.032	-0.52	4	0.11	10	0
CCc1ccc(C(=O)CC2(O)C(=O)N(CN3CCOCC3)c3ccccc32)cc1 (configuration not stated)	-0.3	-6	0.9	0.56	x	-3	0.79	0	-11
CCOc1ccc(S(=O)(=O)NCc2ccc(F)cc2)c2cccnc12	-0.5	6	1	0.44	10*	12	0.23	-1	0
CCOc1nc(N(C)C)nc(-n2nnc(C(C)=O)c2C)n1	-0.9	23	1	0.56	3	3	1.4	5	-12
Cc1ccc(-c2nc(C#N)c(NCCN3CCCCC3)o2)cc1	0.3	-7	1	x	x	1	x	4	-7
Cc1ccc(CSc2nc3c(c(=O)[nH]2)C(c2ccncc2)C2=C(CCCC2=O)N3)cc1 (configuration not stated)	-0.5	28	0.8	-0.12	-3.6	3	-0.62	-3	x
O=C(NC1CCCc2ccccc21)c1ccc(CNc2c(N3CCOCC3)c(=O)c2=O)cc1 (configuration not stated)	-0.9	10	0.8	0.48	-0.02	-2	0.16	-1	-12
O=C(CCS(=O)(=O)c1ccccc1)Nc1nc2c(s1)COc1ccccc1-2	-0.5	9	0.9	0.042	x	-2	-0.27	-6	8
COc1ccccc1NC(=O)Cn1cnc2c(oc3ccccc32)c1=O	-0.7	15	0.9	2.1	-0.0089	4	-0.98	-3	-45
O=C(O)CC(C(=O)Nc1cccc(C(F)(F)F)c1)C1CCCO1 (configuration not stated)	-1.5	9	0.9	0.25	-0.39	0	0.12	-1	17
COc1cc(C(=O)N(Cc2cc3ccccc3[nH]c2=O)CC2CCCO2)cc(OC)c1OC (configuration not stated)	-0.1	-5	0.9	x	-1.5	13	x	2	-28

Already shown: entries from further up.
SMILES	S1P3 agonist	HEK293 NFkB inh	TNAP act mid DEA	M1 antag	D1 allo mod	E coli RNAP	M1 ag	Jurkat viability	S1P1 ag pot
COc1cc(-c2cc(OC)c3c(C)oc(C)c3c(=O)c2)ccc1O	-0.3	-5	0.9	0.015	2.5	9	-1.2	2	-1
CCOC(=O)Cn1cnc2c(C#N)c3n(c2c1=O)CCCCC3	-2.4	19	1	-0.05	0.47	12	-0.31	5	-5

By substructure: those above with two or more sulfur atoms.
SMILES	S1P3 agonist	HEK293 NFkB inh	TNAP act mid DEA	M1 antag	D1 allo mod	E coli RNAP	M1 ag	Jurkat viability	S1P1 ag pot
O=S(=O)(NCCc1ccccc1)c1cccc(S(=O)(=O)N2CCOCC2)c1	-0.4	10	0.9	0.45	-1.2	-3	-1.1	-4	-5
CSc1nsc(NC(=O)Cc2ccccc2)n1	-0.3	-24	0.9	-0.036	-0.91	7	-1.9	6	-1
CCOC(=O)c1c(NC(=O)CSc2nnnn2-c2ccc3c(c2)OCCO3)sc(C)c1C	-0.8	-2	0.8	-0.69	0.5	-2	0.49	-2	-6
CCN1C(=O)/C(=C\N2CCN(C)CC2)SC1=S	-1.5	16	0.9	-1.1	-0.037	-5	-1.2	2	-20
CN(c1cccc(NC(=O)c2ccccc2N(C)S(C)(=O)=O)c1)S(C)(=O)=O	-0.8	19	0.9	x	-0.8	11	x	-7	2
O=C(CCS(=O)(=O)c1ccccc1)Nc1nc2c(s1)COc1ccccc1-2	-0.5	9	0.9	0.042	x	-2	-0.27	-6	8
